AmpC inh detg: inhibitors of E. coli AmpC beta-lactamase with detergent. Potency, µM (titrated, usually from 114 µM), for inactives: at the highest dose activity change, negative = inhibition, hits mostly inhibitors. AmpC hydrolysis of nitrocefin, absorbance 480 nm, 0.01% Triton. 0.041% of 370,000 active. P00811;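 note: potency is the fitted concentration of half-maximal effect; 0% = no-compound wells and -100% = no-enzyme wells; nearly all actives have a fitted effect of over 25% in size; some results filed as inactive show a strong effect at the top dose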
Target sequence (P00811 whole entry, looked up): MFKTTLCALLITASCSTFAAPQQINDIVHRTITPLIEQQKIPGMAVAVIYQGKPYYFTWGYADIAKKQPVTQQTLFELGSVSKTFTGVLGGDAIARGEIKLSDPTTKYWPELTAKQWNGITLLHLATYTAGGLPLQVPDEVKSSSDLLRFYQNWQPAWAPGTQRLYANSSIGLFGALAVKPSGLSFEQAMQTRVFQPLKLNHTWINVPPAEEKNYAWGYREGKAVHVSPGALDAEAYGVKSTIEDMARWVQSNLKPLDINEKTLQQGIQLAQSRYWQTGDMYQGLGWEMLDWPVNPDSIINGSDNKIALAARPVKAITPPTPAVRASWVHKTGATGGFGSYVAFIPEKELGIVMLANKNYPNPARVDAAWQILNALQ
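20 mM phosphate pH 7.0 + 0.01% (detergent screen) or 0.0001% Triton X-100; 5.3 nM AmpC reagent; cpd preinc 15 min RT; nitrocefin (800 uM stock) to start; A480 q20 s × 4 min; Activity was normalised to no-enzyme and no-compound control wells.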
LmPK inhibitor: inhibitors of Leishmania mexicana pyruvate kinase. Q27686. purified LmPK, Kinase-Glo ATP luminescence, 1 h. Potency, µM (highest dose often 57.5 µM), for inactives: top-dose activity change, negative = inhibition, usual class: inhibitors. 0.37% of 290,000 active. AID 1721; note: potency is the fitted concentration of half-maximal effect
Target sequence (Q27686 whole entry, looked up): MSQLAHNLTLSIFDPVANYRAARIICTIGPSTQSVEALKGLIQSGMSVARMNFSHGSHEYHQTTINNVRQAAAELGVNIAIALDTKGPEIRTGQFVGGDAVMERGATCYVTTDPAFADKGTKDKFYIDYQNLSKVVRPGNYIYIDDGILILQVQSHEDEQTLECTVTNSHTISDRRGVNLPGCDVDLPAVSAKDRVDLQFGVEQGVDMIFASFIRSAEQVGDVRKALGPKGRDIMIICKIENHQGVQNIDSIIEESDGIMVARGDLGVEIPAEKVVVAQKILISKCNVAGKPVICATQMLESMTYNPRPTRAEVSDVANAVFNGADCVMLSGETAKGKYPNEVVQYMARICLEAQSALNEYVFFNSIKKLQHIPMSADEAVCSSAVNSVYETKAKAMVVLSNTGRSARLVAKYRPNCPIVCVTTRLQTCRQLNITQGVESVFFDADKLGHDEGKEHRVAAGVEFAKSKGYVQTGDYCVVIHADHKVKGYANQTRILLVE
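Pyruvate kinase activity monitored as ATP production (luciferase luminescence). Conditions: 0.1 nM enzyme, 0.5 mM PEP, 0.1 mM ADP, 1 h, RT; normalized against uninhibited and no-enzyme wells.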
AmpC no deterg: AmpC beta-lactamase inhibition without detergent. P00811. AmpC nitrocefin hydrolysis, absorbance 480 nm, 0.0001% Triton. Potency, µM (titrated, usually from 57.1 µM), for the others: top-dose activity change, negative = inhibition, actives largely listed as inhibitors. 0.52% of 330,000 active;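 note: potency is the fitted concentration of half-maximal effect; plate controls were no compound for no effect and no enzyme for full effect; nearly all actives have a fitted effect of over 20% in size; some results filed as inactive show a strong effect at the top dose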
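AmpC (5.3 nM in the dispensed reagent) in 20 mM phosphate pH 7.0 with 0.01% (detergent screen) or 0.0001% Triton X-100 was preincubated with compounds for 15 min at room temperature. Nitrocefin was then added from an 800 uM solution, and hydrolysis was followed at 480 nm.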
HCMV antiviral: blocks human cytomegalovirus replication. HFF cells, HCMV-luciferase reporter, 72 h; active compounds read low. activity change, negative = inhibition, % at 57.5 µM. 4.5% of 410,000 active. AID 1259415; in the data active = activity change below about -60%; inconclusive = no clear call, values can overlap the other calls; inactive = above about -39%
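Cell-based, HFFs, 1000 cells/well, 16 h 37C; cpds in DMSO + HCMV-luc, MOI 1 PFU/cell; 72 h 37C; OneGlo luminescence after 5 min RT; norm. to buffer vs Salinomycin 10uM.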
AMA1 RON2 block: disrupts binding of P. falciparum AMA1 to RON2. Potency, µM (titrated, usually from 58.2 µM), for inactives: at the highest dose activity change, negative = inhibition, actives largely listed as inhibitors. 0.2% of 360,000 active. AID 720542. AlphaScreen AMA1-biotinylated RON2 peptide binding;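 note: potency is the fitted concentration of half-maximal effect; 0% = vehicle wells and -100% = peptide control; nearly all actives have a fitted effect of over 45% in size; some results filed as inactive show a strong effect at the top dose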
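AMA1 (3D7) with his tag at 25 nM final met compounds first, then biotinylated RON2 peptide at 25 nM; detection used donor plus acceptor beads, 10 µg/mL apiece, read by AlphaScreen after 30 min at room temperature.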
Sm TGR inh: S. mansoni TGR enzyme inhibition | Q962Y6 | purified TGR, DTNB reduction, TNB absorbance 405 nm | Potency, µM (titrated, usually from 114 µM), for the others: top-dose activity change, negative = inhibition, actives largely listed as inhibitors | 3% of 360,000 active | AID 485364; note: potency is the fitted concentration of half-maximal effect; nearly all actives have a fitted effect of over 60% in size
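TGR 20 nM + NADPH 100 uM (dispensed conc.), cpd preinc 15 min RT; start with NADPH (500 uM addition) then DTNB (15 mM addition). Kinetic TNB absorbance, 405 nm filter. Four-parameter Hill fit across titration.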
TbPYK inhibitor: inhibitors of Trypanosoma brucei pyruvate kinase; TbPYK enzyme, Kinase-Glo Plus ATP luminescence, 45 min; 0.12% of 410,000 active; AID 624173; Potency, µM (top dose mostly 76.8 µM), inactives show top-dose activity, negative = inhibition, hits mostly inhibitors; Q57TT1; note: potency is the fitted concentration of half-maximal effect; nearly all actives have a fitted effect of over 50% in size
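Quantitative HTS: titrated library compounds versus trypanosomal pyruvate kinase in TEA buffer (pH 7.2) containing KCl, MgCl2, BSA and Tween-20. Reactions were initiated with ADP, 130 uM final. Kinase-Glo Plus luminescence was read after 45 min at RT.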
Starred values were filed as active, the others as inactive; u = inconclusive; x = no result given; [ ] = remark or other dose. Unless noted, calls come from the whole dose curve; as a rule, active = well fitted curve in the direction sought with a large enough effect; inconclusive = small, poorly fitted or top-dose-only effect, or another doubt; inactive = no such curve, though single readings can be large; an effect the other way counts as inactive or inconclusive. Unless noted, % is set by controls: 0 for no effect and ±100 for the full control effect.

SMILES	AmpC inh detg	LmPK inhibitor	AmpC no deterg	HCMV antiviral	AMA1 RON2 block	Sm TGR inh	TbPYK inhibitor
CCCCC1C2C(=O)N(c3ccc(C)cc3)C(=O)C2ON1c1ccccc1 (stereo not drawn)	-3.0%	1.9%	-14.3%	7.1	6.6%	u	7.3%
Cc1cc(C)nc(Sc2ncnc(N)c2[N+](=O)[O-])n1	-3.1%	1.5%	2.1%	u	114.9%[activator]	3.98µM*	3.6%
CCOC(=O)c1c(NC(=O)CSc2nnc(CNc3ccc(F)cc3)o2)sc(C)c1C	u	-0.4%	18.8%	44.4	-5.1%	0.0%	-1.3%
COC(=O)c1ccc(-c2noc(CN(C)CC3CCCCO3)n2)cc1 (stereo not drawn)	0.7%	-3.2%	69.2%[activator]	0.0	2.0%	-6.4%[57.1 µM]	1.1%
CCOC(=O)Cn1c(=O)oc2cc(S(=O)(=O)N3CCCC(C(=O)OCC)C3)ccc21 (stereo not drawn)	u	10.4%	20.2%	-18.7	3.5%	u	0.8%
COc1ccc(CN2C(=O)NC3(CCCCC3)C2=O)cc1F	-2.7%	5.3%	-14.4%	15.3	15.9%	-6.8%	-0.3%
C=CCOC(=O)C1=C[C@@H](c2ccc(C(F)(F)F)cc2)C[C@@H](OCCCCO)O1	x	x	x	2.6	-1.9%	x	-9.5%
N/C(=N\OC(=O)COc1ccc(Cl)cc1Cl)c1ccncc1	5.9%	6.8%	82.9%[activator]	2.4	6.3%	-32.4%	-5.4%
Cc1ccc(C2OCC(C)([N+](=O)[O-])CO2)cc1 (stereo not drawn)	x	x	x	-2.4	3.5%	x	-5.0%
O=C(NCC1CCCCC1)c1cc(S(=O)(=O)N2CCOCC2)ccc1F	7.6%	x	-0.4%	1.1	-6.8%	-2.9%	2.0%
O=C(CC(C(=O)O)c1ccc(F)cc1)c1ccc(Cl)cc1 (stereo not drawn)	-5.9%	2.5%	-9.1%	-8.4	-4.0%	-8.0%	0.4%
CCOC(=O)C1=C(C)NC(=O)NC1	0.5%	-0.8%	-6.7%	u	2.6%	3.4%	-2.3%
COc1ccc(N2CCN(C(c3cc(OC)ccc3OC)c3nnnn3Cc3ccco3)CC2)cc1 (stereo not drawn)	-1.4%	1.3%	57.8%	-33.1	u	-32.0%	0.3%
CCOc1ccccc1NC(=O)CN1C(=O)CSC(C)C1=O (stereo not drawn)	u	-4.9%	-23.7%	0.4	3.4%	-3.5%	0.5%
Cc1ccc(C(=O)N2CCSCC2)cc1	-10.0%	4.7%	-18.0%	25.9	-9.1%	-1.3%	2.8%
CCCCn1c(CCC(=O)O)nc2cc(S(=O)(=O)N(C)C)ccc21	-16.1%	4.4%	-9.6%	-28.1	0.6%	-7.4%	7.8%
COCCn1c(Cc2ccccc2)nnc1SCC(=O)NC1CCCCC1	-12.8%	3.9%	13.9%	16.9	8.5%	1.9%	-2.1%
COCCCN=C(c1ccco1)n1c(=S)nc(-c2ccco2)n(CCCOC)c1=S	-1.6%	-0.4%	-15.2%	85.5	36.3%[activator]	20µM*	-12.0%
Cc1ccc(/C(N)=N/OC(=O)c2ccc3c(c2)OCO3)cc1	-4.4%	-1.6%	-23.8%	90.8	-9.2%	-0.2%	-1.3%
Cc1nnc(SCC(=O)Nc2nc(C(C)(C)C)cs2)s1	u	6.4%	-22.0%	42.3	-5.4%	-4.2%	9.1%

Profiles as entered above. Screens in order: AmpC inh detg	LmPK inhibitor	AmpC no deterg	HCMV antiviral	AMA1 RON2 block	Sm TGR inh	TbPYK inhibitor
CCCCn1c(CCC(=O)O)nc2cc(S(=O)(=O)N(C)C)ccc21 as listed: -16.1%	4.4%	-9.6%	-28.1	0.6%	-7.4%	7.8%
Cc1ccc(C(=O)N2CCSCC2)cc1 as listed: -10.0%	4.7%	-18.0%	25.9	-9.1%	-1.3%	2.8%

The list continues.
SMILES	AmpC inh detg	LmPK inhibitor	AmpC no deterg	HCMV antiviral	AMA1 RON2 block	Sm TGR inh	TbPYK inhibitor
CC/C(=N\NC(=O)c1csc(C)c1C)c1cccs1	-13.5%	-3.2%	-13.6%	144.1	50.1%[activator]	2.7%	3.4%
CC(C)C[C@H](NC(=O)c1[nH]cnc1C(=O)Nc1ccc(CNC(=O)OC(C)(C)C)cc1)C(=O)OCc1ccccc1	-0.1%	5.8%	-2.8%	-6.8	99.3%[activator]	-2.0%	2.0%
CC(C)Cc1nc2n[nH]c(N)c2c2c1CCCC2	u	0.4%	-2.0%	-25.9	-2.9%	1.8%	-9.3%
O=C(O)C(F)=C(c1ccccc1)c1ccccc1	x	x	x	15.0	4.3%	x	3.0%
Cc1ccc(-c2ccc(CCC(=O)O)n2-c2ccc(O)cc2)cc1	-4.7%	3.6%	-47.6%	-6.5	-11.4%	25.1µM*	-14.9%
O=C(CCCO)N/N=C/c1ccccc1[N+](=O)[O-]	-22.5%	-1.7%	-43.9%	u	3.7%	-7.9%	5.3%
NS(=O)(=O)c1ccc(CNC(=O)c2cc(=O)c3cc(Cl)ccc3o2)cc1	-15.5%	-1.9%	-23.7%	26.2	-5.8%	-1.8%	5.6%
COc1ccc(CNC(=O)c2cnn3c(C(F)F)cc(C)nc23)cc1	-6.1%	1.8%	-33.5%	2.5	0.0%	2.0%	2.2%
CCC1(CC)C(=O)N(C)C(=O)NC1=Nc1ccccc1	u	-1.4%	-17.6%	20.7	17.2%	-114.8%	0.8%

Part of the list above in order of number of heavy atoms, lowest first.
SMILES	AmpC inh detg	LmPK inhibitor	AmpC no deterg	HCMV antiviral	AMA1 RON2 block	Sm TGR inh	TbPYK inhibitor
Cc1ccc(C(=O)N2CCSCC2)cc1	-10.0%	4.7%	-18.0%	25.9	-9.1%	-1.3%	2.8%
CC(C)Cc1nc2n[nH]c(N)c2c2c1CCCC2	u	0.4%	-2.0%	-25.9	-2.9%	1.8%	-9.3%
CC/C(=N\NC(=O)c1csc(C)c1C)c1cccs1	-13.5%	-3.2%	-13.6%	144.1	50.1%[activator]	2.7%	3.4%
CCC1(CC)C(=O)N(C)C(=O)NC1=Nc1ccccc1	u	-1.4%	-17.6%	20.7	17.2%	-114.8%	0.8%
Cc1ccc(/C(N)=N/OC(=O)c2ccc3c(c2)OCO3)cc1	-4.4%	-1.6%	-23.8%	90.8	-9.2%	-0.2%	-1.3%
CCCCn1c(CCC(=O)O)nc2cc(S(=O)(=O)N(C)C)ccc21	-16.1%	4.4%	-9.6%	-28.1	0.6%	-7.4%	7.8%
COc1ccc(CNC(=O)c2cnn3c(C(F)F)cc(C)nc23)cc1	-6.1%	1.8%	-33.5%	2.5	0.0%	2.0%	2.2%
NS(=O)(=O)c1ccc(CNC(=O)c2cc(=O)c3cc(Cl)ccc3o2)cc1	-15.5%	-1.9%	-23.7%	26.2	-5.8%	-1.8%	5.6%
COCCn1c(Cc2ccccc2)nnc1SCC(=O)NC1CCCCC1	-12.8%	3.9%	13.9%	16.9	8.5%	1.9%	-2.1%
COCCCN=C(c1ccco1)n1c(=S)nc(-c2ccco2)n(CCCOC)c1=S	-1.6%	-0.4%	-15.2%	85.5	36.3%[activator]	20µM*	-12.0%
CC(C)C[C@H](NC(=O)c1[nH]cnc1C(=O)Nc1ccc(CNC(=O)OC(C)(C)C)cc1)C(=O)OCc1ccccc1	-0.1%	5.8%	-2.8%	-6.8	99.3%[activator]	-2.0%	2.0%

Assay outcomes (PubChem)
